TRPC6 activator – activators of mouse TRPC6 channel; B-score at 10 µM; HEK293-TRPC6 membrane potential dye fluorescence; hits give high values; hit rate 0.13% among 310,000;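 active = B-score of the integrated fluorescence ratio above library mean plus 3 SD, and starting fluorescence ratio within library mean plus 5 SD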;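 note: higher score means more depolarization so channel activation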
MrgX1 antag – antagonists of human MrgX1 receptor | Q96LB2 | MRGX1-HEK293 calcium flux, Fluo-4, BAM8-22 antagonism; hits give low values | B-score at 10 µM | hit rate 1.3% among 310,000 | AID 588676;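 active = calcium-response B-score plate-corrected more than 3 library SD below zero, starting fluorescence within 5 deviations, no agonist response on first addition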;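 note: peak minus trough fluorescence over baseline after final BAM8-22 challenge near maximal dose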
MrgX1 ag – agonists of human MrgX1 receptor; Q96LB2; MrgX1-HEK293 cells, Fluo-4 calcium fluorescence, agonist mode; hits give high values; B-score at 10 µM; hit rate 0.44% among 310,000; AID 588627;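 active = calcium response B-score plate-corrected fluorescence ratio at least 3 library SD, with starting fluorescence B-score inside 5 SD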
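Assay system: MrgX1-expressing HEK293 cells / Amount: fifteen thousand cells per well / Doses: test compound in the initial addition of three / Timing: cells plated overnight, dye loaded 0.5 h 37 °C, 0.5 h room temperature / Technique: kinetic calcium dye fluorescence, Fluo-4 NW / Control set: positive and negative controls per plate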
TRPC4 agonist – activators of mouse TRPC4 channel; hit rate 0.49% among 310,000; B-score at 10 µM; Q9QUQ5; HEK293 TRPC4beta/mu-opioid, Fluo4 calcium fluorescence; hits give high values; AID 2237;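 active = B-score above 5 SD of library B-scores, and initial fluorescence ratio not above library mean plus 5 SD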;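 note: positive B-score marks a calcium rise read as TRPC4 activation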
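System: HEK293 cells stably co-expressing mouse TRPC4beta and mu-opioid receptor; Schedule: Fluo4 dye loading 45 min at room temperature, 110 s recording; Detection: Fluo4 fluorescence, kinetic; Evaluation: B-scored integrated calcium fluorescence ratio; Controls: buffer (low) and maximal DAMGO (high).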
TMEM16A act – activators or potentiators of mouse TMEM16A chloride channel | Q8BHY3 | HEK293 TMEM16A/YFP-H148Q/I152L, iodide quench fluorescence; hits give low values | B-score at 10 µM | hit rate 0.3% among 340,000;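 active = fluorescence-ratio B-score plate-corrected deviation score at least 3 library SD below zero, with starting fluorescence score within 5 deviations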;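 note: channel opened by trigger with iodide after compound preincubation; score built on the fluorescence ratio of max minus min over baseline; more negative score means more quench and so TMEM16A activation or potentiation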
Target sequence (Q8BHY3 whole entry, looked up): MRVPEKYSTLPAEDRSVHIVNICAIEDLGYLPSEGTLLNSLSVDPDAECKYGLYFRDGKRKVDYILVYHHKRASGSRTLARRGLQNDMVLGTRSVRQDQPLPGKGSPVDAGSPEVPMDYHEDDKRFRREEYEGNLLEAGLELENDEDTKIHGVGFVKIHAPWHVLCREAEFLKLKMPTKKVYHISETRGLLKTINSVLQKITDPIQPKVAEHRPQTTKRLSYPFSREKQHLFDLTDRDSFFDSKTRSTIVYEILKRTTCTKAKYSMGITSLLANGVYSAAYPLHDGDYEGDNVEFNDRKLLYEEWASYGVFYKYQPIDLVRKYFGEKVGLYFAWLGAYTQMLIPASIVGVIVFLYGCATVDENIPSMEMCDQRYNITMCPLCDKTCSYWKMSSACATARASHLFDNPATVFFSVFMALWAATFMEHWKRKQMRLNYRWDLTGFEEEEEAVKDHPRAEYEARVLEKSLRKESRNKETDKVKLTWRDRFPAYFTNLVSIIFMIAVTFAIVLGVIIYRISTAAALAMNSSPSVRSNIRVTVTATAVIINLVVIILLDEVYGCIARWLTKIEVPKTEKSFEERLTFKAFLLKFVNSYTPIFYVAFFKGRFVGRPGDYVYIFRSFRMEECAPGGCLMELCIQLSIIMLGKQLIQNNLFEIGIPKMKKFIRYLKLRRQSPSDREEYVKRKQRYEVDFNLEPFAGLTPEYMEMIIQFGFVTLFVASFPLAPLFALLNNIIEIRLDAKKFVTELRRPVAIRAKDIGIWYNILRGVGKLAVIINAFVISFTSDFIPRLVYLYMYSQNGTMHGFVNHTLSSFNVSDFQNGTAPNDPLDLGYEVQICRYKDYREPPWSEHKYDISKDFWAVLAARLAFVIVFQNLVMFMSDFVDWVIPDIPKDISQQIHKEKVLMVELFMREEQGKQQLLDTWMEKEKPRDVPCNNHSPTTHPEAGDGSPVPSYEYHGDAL
TRPC6 inh – mouse TRPC6 channel inhibition | hit rate 1.1% among 310,000 | Q61143 | HEK293-TRPC6, membrane potential dye, ACh-evoked depolarization; hits give low values | AID 2553 | B-score at 10 µM;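 active = B-score under library mean minus 3 SD, initial fluorescence not abnormally high, positive integrated signal ratio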;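 note: B-score derived from integrated fluorescence ratio over the kinetic read; more negative B-score means stronger inhibition of depolarization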
TMEM16A inh – mouse TMEM16A channel inhibition, primary screen; HEK293 TMEM16A/YFP iodide influx fluorescence, ionomycin; normalized B-score (activity score, 25-100; higher = stronger inhibition) at 10 µM; Q8BHY3; hit rate 1.2% among 310,000;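 active = ratio plate-corrected score three or more library SD toward inhibition, starting fluorescence score within five deviations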;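 note: score derived from kinetic fluorescence span divided by baseline fluorescence per well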
TRPC4 inh – TRPC4 (mouse) channel inhibition. Q9QUQ5. HEK293 TRPC4beta/mu-opioid, DAMGO-evoked Fluo4 calcium flux; hits give low values. B-score at 10 µM. hit rate 0.39% among 300,000. AID 2247;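 active = B-score over 3 SD under the library average, no early fluorescence shift, positive overall ratio signal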
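System: stable TRPC4beta/mu-opioid receptor HEK293 cells; Dosing: single-point compound dosing; Measured by: Fluo4 Ca2+ flux fluorescence; Read-out basis: per-well B score of integrated baseline-normalized Fluo4 ratio.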
MrgX1 PAM – human MrgX1 positive allosteric modulation, primary screen; Q96LB2; MrgX1-HEK293, Fluo-4 calcium flux, FDSS; hits give high values; B-score at 10 µM; hit rate 0.63% among 310,000; AID 588675;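 active = plate-corrected calcium response at least 3 library SD above typical, normal starting fluorescence, not activating the receptor alone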;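 note: compound read alongside a low EC10 to EC30 dose of BAM8-22 agonist; peak minus trough fluorescence over baseline measured at the second addition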
TRPC4 PAM – TRPC4 (mouse) allosteric potentiation | AID 2227 | Q9QUQ5 | HEK293 TRPC4beta/mu-opioid, DAMGO EC20, Fluo-4 Ca2+ flux; hits give high values | B-score at 10 µM | hit rate 0.42% among 310,000;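 active = B-score of calcium response area above 5 SD of library B-scores, with initial fluorescence ratio within 5 SD of library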;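 note: B-score of integrated fluorescence ratio over time as area under calcium response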
SKKanGAS inh – blocks kanamycin growth of S. pyogenes SKKanGAS strain. BacTiter-Glo, 6 h. inhibition, % at 7.5 µM. hit rate 1.3% among 300,000. AID 1662;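 active = mean replicate score, as percent of positive control median, at least 50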;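 note: strain carries kanamycin resistance gene driven by streptokinase promoter and grows in 40 µg/ml kanamycin; loss of luminescence reflects streptokinase promoter inhibition or plain growth inhibition; 0% = median of DMSO wells and 100% = positive control at its reference dose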
Active calls of the source: *; i = inactive; . = not tested or not shown. An excerpt; count on the stated rates, not on these rows.

SMILES	TRPC6 activator	MrgX1 antag	MrgX1 ag	TRPC4 agonist	TMEM16A act	TRPC6 inh	TMEM16A inh	TRPC4 inh	MrgX1 PAM	TRPC4 PAM	SKKanGAS inh
O=C1NC(=O)N(Cc2ccco2)C(=O)/C1=C\c1ccc(-c2ccc(F)cc2)o1	i	i	28*	i	i	i	i	i	i	i	2
Cc1ccc(C2=CCNCC2)cc1	i	i	i	i	i	i	i	i	i	i	8
CCOP(=O)(OCC)c1cc(CC)ccc1O	i	i	i	i	i	i	i	i	i	i	4
C=CCN1CCc2cccc3c2[C@H]1Cc1ccc(O)c(O)c1-3	i	i	i	i	i	i	i	i	8.1*	i	6
Cc1nc2ccccc2n1C1CCN(Cc2nnnn2CCc2ccccc2)CC1	i	i	i	i	i	i	i	i	i	i	4
Cn1cccc1/C=C1/C(=O)NC(=O)N(Cc2ccccc2)C1=O	i	i	i	i	i	i	i	i	i	i	0
O=C(O)c1cccc2c1NC(c1cccc([N+](=O)[O-])c1)C1CC(Sc3ccccc3[N+](=O)[O-])C(Cl)C21 (stereo not drawn)	i	.	.	i	i	i	.	i	.	i	38
CCOC(=O)C1(c2ccccc2)CCN(CCC(C#N)(c2ccccc2)c2ccccc2)CC1	i	i	i	94*	i	i	i	i	i	i	8
Cc1c(CCN)ccc2c1[nH]c1ccccc12	i	i	i	i	i	i	i	i	i	19*	16
CCOC(=O)C1=C(N)OC2=C(C(=O)CCC2)C12C(=O)N1c3c(ccc(C)c32)C(C)=CC1(C)C (stereo not drawn)	i	i	i	i	i	i	i	i	i	i	2
CN(C)c1ccc(P(=S)(N(C)C)N(C)C)cc1	i	i	i	i	i	i	i	i	i	i	0
CC12CCC3C(CCC4C/C(=N/O)CCC43C)C1CCC2O (stereo not drawn)	i	i	i	i	i	i	i	i	i	i	5
CCOC(=O)c1[nH]c(C)c(C(=O)N2CCC3(CC2)OCCO3)c1C	i	i	i	i	i	i	i	i	i	i	-8
C=CP(=O)(O)c1ccccc1	i	i	i	i	i	i	i	i	i	i	1
CN1CCC2(CC1)CC(NC=O)c1ccccc1O2 (stereo not drawn)	i	i	i	i	i	i	i	i	i	i	4
CCN(CC)c1ccc(/C=C2\C(=O)NC(=O)N(CC3CCCO3)C2=O)cc1 (stereo not drawn)	i	i	i	i	i	i	i	i	i	i	-5
CC(=O)[C@@]1(O)CC[C@H]2[C@@H]3CC=C4C[C@@H](O)CC[C@]4(C)[C@H]3CC[C@@]21C	i	i	i	i	i	i	i	i	i	i	-2
CCCCCCN=C(C)c1c(O)n(CCCC)c(=O)[nH]c1=O	i	i	i	i	i	i	i	i	i	i	-9
O=C(N/N=C/c1c(O)n(C2CC2)c(=S)[nH]c1=O)c1ccccc1O	i	i	i	i	i	i	i	i	i	i	6
COC(=O)C1=CO[C@H](C)[C@H]2CN3CC[C@@]4(C(=O)Nc5ccccc54)[C@@H]3C[C@H]12	i	i	i	i	i	i	i	i	i	i	1
C#CCN1CCN(c2ccc(F)cc2)CC1	i	i	i	i	i	i	i	i	i	i	-5
OC1(c2ccccc2)CCNC2CCCCC21 (stereo not drawn)	i	i	i	i	i	i	i	i	i	i	0
C=C(CO)CC1CC(O)[C@]2(C)OC3CC4OC5C[C@]6(C)O[C@]7(C)CCC8OC9C[C@]%10(C)OC%11C(C)=CC(=O)OC%11CC%10OC9C[C@@H](C)C8OC7CC6O[C@]5(C)C/C=C\C4OC3CC2O1 (stereo partly drawn)	i	i	i	i	i	i	i	i	i	i	13
Cc1cccc(CCNCc2cc3cccc(C)c3[nH]c2=O)c1	i	i	i	i	i	-10*	i	i	i	i	-6
COc1ccccc1N1CCN(Cc2cccc(OC)c2O)CC1	i	i	i	i	i	i	i	i	i	i	-1
Cc1c(C=O)c2ccccc2n1Cc1ccccc1	i	i	i	i	i	i	i	i	i	i	-13
CN1C2CCC1CC(=NO)C2	i	-5.3*	i	i	i	i	i	i	i	i	4
Cc1cc(C(=O)NP(=O)(N2CCOCC2)N2CCOCC2)c(C)n1C1CC1	i	i	i	i	i	i	i	i	i	i	6
CCN(CC)CCOC(=O)c1ccc(N=Cc2c(O)[nH]c(=O)[nH]c2=O)cc1	i	i	i	i	i	i	i	i	i	i	-3
CC1=C(C(=O)O)N2C(=O)C(NC(=O)Cc3ccccc3)C2SC1 (stereo not drawn)	i	i	i	i	i	i	i	i	i	i	95*
COc1ccc(OCC(=O)N2CCN(Cc3ccc(SC)cc3)CC2)cc1	i	i	i	i	i	i	100*	i	i	i	-1
CC1CCC(NCC(O)c2ccccc2)CC1 (stereo not drawn)	i	i	i	i	i	i	i	i	i	i	-8
Cc1ccc(-c2cc(-c3ccccc3)cc(-c3ccccc3)[n+]2-c2ccccc2)cc1	i	i	31*	i	i	-9.6*	100*	i	i	33*	-4
C[C@]12CCC(=O)C=C1CC[C@@H]1C2[C@H](O)C[C@]2(C)C(=O)CCC12 (stereo partly drawn)	i	i	i	i	i	i	i	i	i	i	-1
COc1cc2c(cc1O)[C@@H]1Cc3ccc(OC)c(O)c3CN1CC2	.	i	i	.	i	.	i	.	i	.	.
c1ccc(C2OCCN3CCCCC23)cc1 (stereo not drawn)	.	i	i	.	i	.	i	.	i	.	.
Cc1cccn2c(=O)c3c(nc12)N1CCC(Cc2ccccc2)CC1C1(C3)C(=O)N(C)C(=O)N(C)C1=O (stereo not drawn)	i	i	i	i	i	i	i	i	i	i	24
COc1ccc2c(c1O)[C@]13CCN(C)[C@H](C2)[C@@H]1CCC(=O)C3	i	i	i	114*	i	i	i	i	i	i	-3
COc1ccc(C(=O)C2CCCN(Cc3cnc(C)s3)C2)c(OC)c1 (stereo not drawn)	i	i	i	i	i	i	i	i	i	i	2
O=[N+]([O-])c1cc2c(cc1CNCCc1ccc3c(c1)OCO3)OCO2	i	i	i	90*	i	i	i	-8*	i	i	3
CC1CCN2c3nc4ccccn4c(=O)c3CC3(C(=O)N(C)C(=O)N(C)C3=O)C2C1 (stereo not drawn)	i	i	i	i	i	i	i	i	i	i	-6
COc1cccc(C(=O)C2CN(C)CC2c2ccc(Cl)cc2)c1 (stereo not drawn)	i	i	i	i	i	i	i	i	i	i	2
CCCCn1c(O)c(C(C)=NCc2cc(OC)cc(OC)c2)c(=O)[nH]c1=O	i	-6.8*	i	i	i	i	i	i	i	i	7
C=C(C=O)CC1CC(O)[C@]2(C)OC3C[C@@H]4OC5C[C@]6(C)O[C@]7(C)CCC8OC9C[C@]%10(C)OC(/C(C)=C\CO)C(O)CC%10OC9CC(C)C8OC7CC6O[C@]5(C)C/C=C\C4OC3CC2O1 (stereo partly drawn)	.	i	i	.	i	.	i	.	i	.	.
O=[N+]([O-])c1ccc(N2CCCNCC2)c2ncccc12	i	i	i	138*	i	-11*	i	i	i	i	4
C[C@]12CCC(=O)C=C1CC[C@@H]1[C@@H]2CC[C@]2(C)C(=O)CC[C@@H]12	i	i	i	i	i	i	i	i	i	i	4
Oc1ccc(/C=N/NP(=S)(c2ccccc2)c2ccccc2)c(O)c1O	i	i	i	i	i	i	i	i	i	i	2
CCOP(=S)(OCC)Oc1cc(C)oc(=O)c1	i	i	i	i	i	i	i	i	i	i	6

Two compounds drawn at random from the list so far, as already listed:
SMILES	TRPC6 activator	MrgX1 antag	MrgX1 ag	TRPC4 agonist	TMEM16A act	TRPC6 inh	TMEM16A inh	TRPC4 inh	MrgX1 PAM	TRPC4 PAM	SKKanGAS inh
O=[N+]([O-])c1ccc(N2CCCNCC2)c2ncccc12	i	i	i	138*	i	-11*	i	i	i	i	4
COc1ccc2c(c1O)[C@]13CCN(C)[C@H](C2)[C@@H]1CCC(=O)C3	i	i	i	114*	i	i	i	i	i	i	-3

The listing continues:
SMILES	TRPC6 activator	MrgX1 antag	MrgX1 ag	TRPC4 agonist	TMEM16A act	TRPC6 inh	TMEM16A inh	TRPC4 inh	MrgX1 PAM	TRPC4 PAM	SKKanGAS inh
CCCCCCCSc1cc(OC)c(CCN(C)C)cc1OC	i	i	i	i	i	i	i	i	i	i	5
CCCCCn1c(=O)c(C(=O)Nc2nc3ccccc3[nH]2)c(O)c2ccccc21	i	i	i	i	i	i	i	i	i	i	31
CCOP(=O)(/C=C(\Cl)c1ccccc1)C(O)c1ccc(F)cc1 (stereo not drawn)	i	i	i	i	i	i	i	i	i	i	-3
Nc1c(C(=O)NCc2ccco2)c2nc3ccccc3nc2n1CCN1CCOCC1	i	i	i	i	i	i	i	i	i	i	8
CC(C)CCn1c(=O)c(C(=O)NCc2ccc3c(c2)OCO3)c(O)c2ccccc21	i	-7.7*	i	i	i	i	i	i	i	i	11
CCOCCCNC(=O)CN1C2CCC1CC(O)(c1ccc(OC)cc1)C2 (stereo not drawn)	i	i	i	i	i	i	i	i	i	i	0
OC(c1ccc(F)cc1)(c1ccc(F)cc1)[C@@H]1CCCN1	i	i	i	i	i	i	i	i	i	i	3
CCCCN1C(=O)/C(=C\c2ccco2)C(=O)N(CCc2ccccc2)C1=O	i	i	i	i	i	i	i	i	i	i	18
CCCCn1c(N)c(C(=O)OCC2CCCO2)c2nc3ccccc3nc21 (stereo not drawn)	i	i	i	i	i	i	i	i	i	i	16
COC(=O)[C@@]1(Cc2ccc(F)cc2)[C@H]2c3cc(C(=O)N(C)C)[nH]c3C[C@H]2CN1C(=O)c1ccccc1	.	i	i	.	i	.	i	.	i	.	.
CCN(CC)C(=O)c1ccc2c(c1)C1C(Cl)C(Sc3ccccc3[N+](=O)[O-])CC1C(C(=O)O)N2 (stereo not drawn)	i	-6.7*	i	i	i	i	i	i	i	i	25
Cn1c(O)c(C(=O)c2ccccc2Cl)c(=O)n(C)c1=O	i	i	i	i	i	i	i	i	i	i	4
COc1ccc(N2C(=O)NC(=O)/C(=C/c3ccc4c(c3)Cc3ccccc3-4)C2=O)cc1	i	i	i	i	.	i	i	i	i	i	2
CC1(C)C(C(=O)NCc2ccco2)C1(C)C	i	i	i	i	i	i	i	i	i	i	-4
O=C(/C=C/c1ccc2c(c1)OCO2)c1c(O)n(CCc2ccccc2)c(=O)[nH]c1=O	i	i	i	i	i	i	i	i	i	i	22
COc1cc(C(C)=O)ccc1OC(=O)N(C)c1ccccc1	i	i	i	i	i	i	i	i	i	i	1

From PubChem BioAssay
